Screening data (PubChem)
SNCA viab count = counter-screen for SNCA expression inhibitors: cell viability | HEK-293-SNCA-luc viability, GF-AFC fluorescence, 24 h | 150,000 compounds, 0.12% hits | Potency, µM (highest dose often 57.1 µM), for the others: at the highest dose activity change, negative = cytotoxicity, usual class: cytotoxic;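 further: potency means the concentration at half of the fitted maximal effect; 0% = DMSO-treated cells and -100% = medium-only wells without cells; nearly all actives have a fitted effect of over 30% in size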
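HEK-293-SNCA-luc cells (1500/well) plated 24 h, then exposed 24 h to a dilution series; GF-AFC added 30 min at 37C, fluorescence 405/540 nm; normalised to medium-only and DMSO wells, Hill fit.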
Luciferase inh = blocks purified firefly luciferase enzyme activity; P08659; purified P. pyralis luciferase, luminescence, biochemical; Potency, µM (highest dose often 115 µM), without a hit: at the top dose activity change, negative = inhibition, actives largely listed as inhibitors; 76,000 compounds, 2.5% hits; AID 1347043; further: potency means the concentration at half of the fitted maximal effect; nearly all actives have a fitted effect of over 65% in size
Target sequence (P08659 whole entry, looked up): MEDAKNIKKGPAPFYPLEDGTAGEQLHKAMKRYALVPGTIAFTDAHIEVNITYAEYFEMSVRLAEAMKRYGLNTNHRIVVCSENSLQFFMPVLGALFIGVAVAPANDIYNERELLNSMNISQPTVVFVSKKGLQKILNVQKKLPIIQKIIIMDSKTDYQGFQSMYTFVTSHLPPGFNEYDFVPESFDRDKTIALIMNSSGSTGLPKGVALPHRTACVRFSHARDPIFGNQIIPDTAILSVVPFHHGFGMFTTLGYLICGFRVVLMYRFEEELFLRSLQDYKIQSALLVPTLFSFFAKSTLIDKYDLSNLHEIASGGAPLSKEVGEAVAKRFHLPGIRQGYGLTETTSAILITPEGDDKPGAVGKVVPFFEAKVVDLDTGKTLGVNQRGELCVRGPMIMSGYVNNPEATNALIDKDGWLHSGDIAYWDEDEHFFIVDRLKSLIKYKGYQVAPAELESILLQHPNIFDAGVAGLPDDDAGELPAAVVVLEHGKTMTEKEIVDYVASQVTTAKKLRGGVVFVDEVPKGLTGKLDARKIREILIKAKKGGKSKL
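Inhibitors were tested against purified firefly luciferase in a biochemical, low-substrate format (both substrates at 10uM) and luminescence measured with a CCD imager.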
NIH3T3 tox = kills NIH 3T3 cells; NIH 3T3 viability, CellTiter-Glo ATP luminescence, 48-72 h; Potency, µM (titrated, usually from 96.7 µM), for inactives: top-dose activity change, negative = cytotoxicity, hits mostly inhibitors; 94,000 compounds, 4.3% hits; AID 1345082; further: potency means the concentration at half of the fitted maximal effect; nearly all actives have a fitted effect of over 55% in size
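Cells were seeded at 400 per well, treated with pin-transferred compound, and kept 48 or 72 hr at 37 °C before CellTiter-Glo addition and luminescence imaging of cellular ATP.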
IP6K1 inhibitor = IP6K1 kinase inhibition | Q92551 | IP6K1 kinase, ADP-Glo luminescence, 2 h; stronger effect = lower value | activity change, % (series mostly up to about 58 µM) | 140,000 compounds, 0.81% hits; in the data active means activity change below about -25%
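ADP-Glo luminescence measures ADP made by human IP6K1 during a 2 h RT reaction with ATP/IP6 (mix at 1.3 mM/130 uM); top library doses 57.5 and 19.1 uM final.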
SNCA expr inh = inhibitors of alpha-synuclein (SNCA) gene expression. Potency, µM (titrated, usually from 57.2 µM), without a hit: top-dose activity change, negative = inhibition, hits mostly inhibitors. 140,000 compounds, 0.17% hits. HEK-293 SNCA-luciferase knock-in, luminescence, 24 h;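 further: potency means the concentration at half of the fitted maximal effect; plate controls were DMSO cells for no effect and cell-free wells for full effect; nearly all actives have a fitted effect of over 45% in size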
GPT2 inh = blocks human glutamate pyruvate transaminase 2; Q8TD30; Recombinant GPT2, coupled pyruvate oxidase/HRP Amplex Red fluorescence; AID 1671188; 100,000 compounds, 0.25% hits; Potency, µM (titrated, usually from 57.7 µM), for inactives: at the top dose activity change, negative = inhibition, hits mostly inhibitors; further: potency means the concentration at half of the fitted maximal effect; nearly all actives have a fitted effect of over 60% in size; many of its hits are not listed in these tables
Target sequence (Q8TD30 whole entry, looked up): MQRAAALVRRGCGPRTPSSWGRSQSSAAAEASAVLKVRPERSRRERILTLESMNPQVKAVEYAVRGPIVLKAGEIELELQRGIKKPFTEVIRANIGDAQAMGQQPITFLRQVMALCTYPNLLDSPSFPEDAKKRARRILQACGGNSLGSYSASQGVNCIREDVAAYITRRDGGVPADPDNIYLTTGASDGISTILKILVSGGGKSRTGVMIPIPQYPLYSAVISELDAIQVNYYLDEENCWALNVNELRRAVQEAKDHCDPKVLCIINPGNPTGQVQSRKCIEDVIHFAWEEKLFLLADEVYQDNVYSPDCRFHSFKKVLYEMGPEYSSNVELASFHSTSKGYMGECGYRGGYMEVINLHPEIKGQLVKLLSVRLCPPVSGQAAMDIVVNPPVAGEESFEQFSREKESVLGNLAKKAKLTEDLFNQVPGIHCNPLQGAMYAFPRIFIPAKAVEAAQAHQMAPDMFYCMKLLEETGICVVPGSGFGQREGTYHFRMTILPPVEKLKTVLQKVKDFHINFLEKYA
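GPT2 10ng/uL, a-KG 250uM, L-Ala 2mM, HEPES pH7.5 + 0.0001% Tween; 30 min RT. Then Amplex mix (PO/HRP/ThPP), 30 min RT dark, fluorescence. AOA 50uM used as positive control.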
HEK cytotox = cytotoxic compounds in HEK 293 cells; Potency, µM (top dose mostly 115 µM), for inactives: at the top dose activity change, negative = cytotoxicity, most hits filed as inhibitors; HEK 293 viability, ATP luminescence (CellTiter-Glo), 48-72 h; AID 1345083; 94,000 compounds, 6.6% hits; further: potency means the concentration at half of the fitted maximal effect; nearly all actives have a fitted effect of over 60% in size
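Read-out: CellTiter-Glo ATP luminescence. Cells: HEK 293, 250 cells/well. Exposure: 48 or 72 hr, 37 degree Celsius.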
Active calls of the source: *; [ ] = dose if it differs, or a comment. Unless noted, the call rests on the fitted dose curve; in most records, active means well fitted curve in the direction sought with a large enough effect; inconclusive means small, poorly fitted or top-dose-only effect, or another doubt; inactive means no such curve, though single readings can be large; an effect the other way counts as inactive or inconclusive. Unless noted, on the % scale 0 is the no-effect control and ±100 the full control effect. Only part of the results is shown (hit frequency here may not be typical).

`O=C1C(N2CCN(S(=O)(=O)c3cccs3)CC2)CCN1CCc1ccccc1` (centres undefined) gave SNCA viab count 0%, Luciferase inh 4%, NIH3T3 tox -29%, IP6K1 inhibitor 21, SNCA expr inh inconclusive, GPT2 inh inactive and HEK cytotox inconclusive.
`O=C(Nc1cccc(-c2nnc3n2CCCC3)c1)c1ccc2ccccc2n1` gave SNCA viab count -23%, Luciferase inh inconclusive, NIH3T3 tox -23%, IP6K1 inhibitor -5, SNCA expr inh 98%[activator], GPT2 inh inactive and HEK cytotox inconclusive.
For COCCN1Cc2nc(OCc3ccc(F)cc3)ccc2OCC1=O the results were SNCA viab count 2%[87.6 µM], Luciferase inh -7%[172 µM], NIH3T3 tox inconclusive, IP6K1 inhibitor -7, SNCA expr inh -10%[87.6 µM], GPT2 inh -11%[88.5 µM] and HEK cytotox inconclusive.
`COc1ccc(N2CCN(c3oc(-c4ccc(COc5cccc(C)c5)o4)nc3C#N)CC2)cc1` gave SNCA viab count 2%, IP6K1 inhibitor 5 and SNCA expr inh 10%.
`N#Cc1ccc(O[C@@H]2COCC[C@H]2NC(=O)Cn2nnnc2N)cc1` gave SNCA viab count 6%, Luciferase inh 0%, NIH3T3 tox 1%, IP6K1 inhibitor 14, SNCA expr inh -17%, GPT2 inh inactive and HEK cytotox -9%.
`CC(=O)c1ccc(NC(=O)c2cc(S(=O)(=O)N3CCCCCC3)cn2C)cc1` gave SNCA viab count 14%, IP6K1 inhibitor 2 and SNCA expr inh 6%.
Screening COc1ccc(CCCc2nnc(SCC(=O)Nc3ccc(C)cc3)o2)cc1 returned SNCA viab count -6%, IP6K1 inhibitor -11 and SNCA expr inh inconclusive.
`CCn1cnnc1-c1nn(C)c2c1CN(C(=O)CCCC1C(=O)Nc3ccccc31)CC2` (centres undefined) gave SNCA viab count 1%, Luciferase inh 9%, NIH3T3 tox inactive, IP6K1 inhibitor 10, SNCA expr inh 27%, GPT2 inh inactive and HEK cytotox inactive.
`COc1cccc(CNC(=O)C2CCC(CNS(=O)(=O)c3ccc4c(c3)CCCC(=O)N4)CC2)c1` (centres undefined) gave SNCA viab count 3%, IP6K1 inhibitor 18 and SNCA expr inh 40%[activator].
For COCC1CN(C(=O)Cc2ccc(OC)c(Cl)c2)CC12CCNCC2 (centres undefined) the results were SNCA viab count -19%, Luciferase inh -4%, NIH3T3 tox -4%, IP6K1 inhibitor 14, SNCA expr inh -12%, GPT2 inh inactive and HEK cytotox inactive.
`COc1ccc(-c2noc([C@@H]3C[C@H](NC(=O)c4ccc(F)cc4)CN3C)n2)cc1` gave SNCA viab count -19%[87.6 µM], Luciferase inh -10%[172 µM], NIH3T3 tox inconclusive, IP6K1 inhibitor 11, SNCA expr inh 17%[87.6 µM], GPT2 inh -1%[88.5 µM] and HEK cytotox inconclusive.
Screening COC(=O)c1nnn(CC(=O)NC(=O)Nc2c(C)cccc2C)c1C(=O)OC returned SNCA viab count -4%, IP6K1 inhibitor 24 and SNCA expr inh -3%.
`Cc1cn(CCn2ccnc2-c2nc[nH]c2C)nn1` gave SNCA viab count inconclusive, Luciferase inh 14%, NIH3T3 tox -5%, IP6K1 inhibitor 8, SNCA expr inh inconclusive, GPT2 inh -18% and HEK cytotox -14%.
CCN1CCC(CCNC(=O)C2CCN(C(=O)N3CC4CC(C3)[C@H]3CCCC(=O)N3C4)CC2)CC1 (some centres undefined) was read as SNCA viab count 7%, Luciferase inh -7%, NIH3T3 tox inactive, IP6K1 inhibitor 31, SNCA expr inh 21%, GPT2 inh 1% and HEK cytotox 7%.
Screening Fc1ccc(-c2cnc3n2C[C@H](CN(Cc2ccccc2)Cc2ccccc2)OC3)cc1 returned SNCA viab count inconclusive, Luciferase inh 9%[172 µM], NIH3T3 tox 28µM*, IP6K1 inhibitor -10, SNCA expr inh inconclusive, GPT2 inh 1%[88.5 µM] and HEK cytotox 35µM*.
For CCCn1c(C)cnc1CC1CCCN(C(=O)CC2CCCC2)C1 (centres undefined) the results were SNCA viab count 1%, Luciferase inh -7%, NIH3T3 tox -20%, IP6K1 inhibitor 4, SNCA expr inh inconclusive, GPT2 inh -19% and HEK cytotox -30%.
NC(=O)NCC(=O)N1CC[C@@H]2[C@@H](CCC(=O)N2CCc2ccccn2)C1 was read as SNCA viab count -1%, Luciferase inh 1%, NIH3T3 tox -10%, IP6K1 inhibitor 3, SNCA expr inh -16%, GPT2 inh -1% and HEK cytotox -12%.
Screening Cc1cccc(CN2C(=O)c3ccccc3Sc3ccc(C(=O)NCCCN4CCOCC4)cc32)c1 returned SNCA viab count -25%, IP6K1 inhibitor -5 and SNCA expr inh -28%.
COc1ccc(S(=O)(=O)N2C[C@@H]3C[C@H](C2)c2ccc(NC(=O)c4ccc(C#N)cc4)c(=O)n2C3)cc1 was read as SNCA viab count -4%, Luciferase inh -1%, NIH3T3 tox 0%, IP6K1 inhibitor -1, SNCA expr inh 12%, GPT2 inh -3% and HEK cytotox 0%.
For CCc1ccc(NC(=O)Cn2c(=O)n(CC3CCCO3)c(=O)c3cc(OC)c(OC)cc32)cc1 (centres undefined) the results were SNCA viab count -21%, IP6K1 inhibitor -2 and SNCA expr inh -8%.

Part of the list above in order of SMILES length, highest first:
`COc1cccc(CNC(=O)C2CCC(CNS(=O)(=O)c3ccc4c(c3)CCCC(=O)N4)CC2)c1` (centres undefined) gave SNCA viab count 3%, IP6K1 inhibitor 18 and SNCA expr inh 40%[activator].
Screening Fc1ccc(-c2cnc3n2C[C@H](CN(Cc2ccccc2)Cc2ccccc2)OC3)cc1 returned SNCA viab count inconclusive, Luciferase inh 9%[172 µM], NIH3T3 tox 28µM*, IP6K1 inhibitor -10, SNCA expr inh inconclusive, GPT2 inh 1%[88.5 µM] and HEK cytotox 35µM*.
For COCC1CN(C(=O)Cc2ccc(OC)c(Cl)c2)CC12CCNCC2 (centres undefined) the results were SNCA viab count -19%, Luciferase inh -4%, NIH3T3 tox -4%, IP6K1 inhibitor 14, SNCA expr inh -12%, GPT2 inh inactive and HEK cytotox inactive.

Remaining list, next part.
`C=Cc1ccc(Cn2c(C)c(CNCc3ccc(SC)cc3)c(C(=O)O)c2C)cc1` gave SNCA viab count -16%, IP6K1 inhibitor -15 and SNCA expr inh -3%.
`OCC1(Cc2cccc(Cl)c2)CCCNC1` (centres undefined) gave SNCA viab count -11%, Luciferase inh 4%, NIH3T3 tox -7%, IP6K1 inhibitor 24, SNCA expr inh 0%, GPT2 inh inactive and HEK cytotox 0%.
CCc1nc(-c2c3n(c(=O)n(Cc4ccc(C(F)(F)F)cc4)c2=O)CCCC3)no1 was read as SNCA viab count 2%, Luciferase inh 4%, NIH3T3 tox -1%, IP6K1 inhibitor 10, SNCA expr inh -9%, GPT2 inh -5% and HEK cytotox 2%.
`COc1cccc(CNC(=O)CNC(=O)c2cccc(-c3ccc(C(F)(F)F)cc3)c2)c1` gave SNCA viab count inconclusive, NIH3T3 tox inconclusive, IP6K1 inhibitor -15, SNCA expr inh -17%, GPT2 inh 1% and HEK cytotox 22µM*.
Screening CCCOc1ccc(S(=O)(=O)N2CCN(CCO)CC2)cc1-c1nc2c(CCC)cn(CC)c2c(=O)[nH]1 returned SNCA viab count -7%, IP6K1 inhibitor 13 and GPT2 inh inactive.
For CCOCCn1c(=NC(=O)c2ccc3c(c2)OCCO3)sc2cc(OCC)ccc21 the results were SNCA viab count -7%, IP6K1 inhibitor 7 and SNCA expr inh 36%[activator].
Screening Cc1ccc(-c2csc(/C(C#N)=C/c3ccccc3Cl)n2)cc1 returned SNCA viab count inconclusive, IP6K1 inhibitor 27 and SNCA expr inh 111%[activator].
COCCCNc1nc2c([S+](=O)([O-])c3cccnc3)nnn2c2ccccc12 was read as SNCA viab count 14%, NIH3T3 tox inconclusive, IP6K1 inhibitor 5, SNCA expr inh 7%, GPT2 inh inactive and HEK cytotox inconclusive.
For CCOC(=O)c1ccc(NC2=CC(c3ccc(OCC)cc3)N(c3ccc(C(=O)OCC)cc3)C2=O)cc1 (centres undefined) the results were SNCA viab count 6%, IP6K1 inhibitor 16 and SNCA expr inh 7%.
`CC(Cn1cncn1)C(=O)N1CCc2onc(-c3ccc(F)c(F)c3)c2C1` (centres undefined) gave SNCA viab count 3%, Luciferase inh 6%, NIH3T3 tox -2%, IP6K1 inhibitor -7, SNCA expr inh -4%, GPT2 inh inactive and HEK cytotox inconclusive.
For O=C1c2c(nc(COc3ccc(F)cc3F)n2Cc2ccccc2)NCCN1CC1CC1 the results were SNCA viab count -15%[87.6 µM], Luciferase inh 8%[172 µM], NIH3T3 tox inconclusive, IP6K1 inhibitor -16, SNCA expr inh inconclusive, GPT2 inh 1%[88.5 µM] and HEK cytotox inconclusive.
`COc1ccc(NC(=O)/C=C\C(=O)N(c2ccc(C(C)C)cc2)C(C(=O)NCc2ccco2)c2ccc(F)cc2)cc1` (centres undefined) gave SNCA viab count -25%, IP6K1 inhibitor 8 and SNCA expr inh inconclusive.
COc1ccc(-c2ccccc2C(=O)N2CCC(NC(=O)Cc3ccccc3)CC2)nn1 was read as NIH3T3 tox -11%, IP6K1 inhibitor -5 and HEK cytotox -4%.
For COCC(=O)NC[C@H]1O[C@@H](CC(=O)N2CCN(c3ccccc3)CC2)[C@H](O)[C@@H]1O the results were SNCA viab count 2%[87.6 µM], Luciferase inh -4%[172 µM], NIH3T3 tox -1%[174 µM], IP6K1 inhibitor -4, SNCA expr inh -1%[87.6 µM], GPT2 inh 4%[88.5 µM] and HEK cytotox 5%[172 µM].
CO[C@H]1[C@H](NC(=O)CCOc2ccccc2)c2ccccc2C12CCNCC2 was read as SNCA viab count -6%, Luciferase inh -4%, NIH3T3 tox -9%, IP6K1 inhibitor 2, SNCA expr inh 3%, GPT2 inh 4% and HEK cytotox -7%.
Screening CNC(C)c1ccccc1Cl (centres undefined) returned SNCA viab count -1%[87.6 µM], NIH3T3 tox 0%[174 µM], IP6K1 inhibitor 7, SNCA expr inh 8%[87.6 µM], GPT2 inh 4%[88.5 µM] and HEK cytotox inactive.
For O=C(c1ccc(Cl)cc1Cl)N1CCN(c2cc(-c3ccccc3)[nH]n2)CC1 the results were SNCA viab count -12%, Luciferase inh -3%, NIH3T3 tox 32µM*, IP6K1 inhibitor 1, SNCA expr inh -15%, GPT2 inh inactive and HEK cytotox 20µM*.
Screening CCC(=O)N1CCN(c2nc3c(s2)CC(C(=O)Nc2ccc(F)cc2F)CC3)CC1 (centres undefined) returned SNCA viab count inconclusive, Luciferase inh 1%, NIH3T3 tox inconclusive, IP6K1 inhibitor 40, SNCA expr inh -25%, GPT2 inh inactive and HEK cytotox 10µM*.
For CC(C)c1ccc(NC(=O)c2ccc(F)c(S(=O)(=O)N3CCCC3)c2)cc1 the results were SNCA viab count 2%, IP6K1 inhibitor 40 and SNCA expr inh -1%.
For COc1ccc(Cl)cc1NC(=O)CN1C(=O)NC2(CCOCC2)C1=O the results were SNCA viab count 6%, Luciferase inh 9%, NIH3T3 tox -1%, IP6K1 inhibitor 14, SNCA expr inh 32%[activator], GPT2 inh inactive and HEK cytotox 0%.
